# GSTO1 inh – inhibitors of recombinant GSTO1, primary screen, counter-screen for RBBP9 inhibitor project, biochemical, fluorescence polarization; AID 1974, 2009; inhibition, % at 5.96 µM; 300,000 compounds, 1.1% hits; activity-based probe fluorescence polarization;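 active = inhibition above the campaign mean inhibition plus 3 SD, cut at about 35% in these data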;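 note: 0% = GSTO1-1 with DMSO and 100% = wells lacking GSTO1-1 enzyme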
# Target sequence (P78417 whole entry, looked up): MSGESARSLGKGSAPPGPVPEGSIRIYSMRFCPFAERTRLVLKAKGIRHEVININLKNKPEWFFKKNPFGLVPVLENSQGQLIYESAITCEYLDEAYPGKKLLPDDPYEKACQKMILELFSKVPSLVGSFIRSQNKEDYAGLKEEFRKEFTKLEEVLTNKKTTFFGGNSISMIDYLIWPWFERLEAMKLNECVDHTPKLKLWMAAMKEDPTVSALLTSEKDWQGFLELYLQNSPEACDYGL
# PAFAH1B3 inh – PAFAH1B3 enzyme inhibitors, primary screen, biochemical, fluorescence polarization, human. recombinant PAFAH1B3, FP-rhodamine probe. inhibition, % at 3.39 µM. Platelet-activating factor acetylhydrolase IB subunit alpha1 (Homo sapiens), Q15102. 340,000 compounds, 0.28% hits;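 active = inhibition above the screen-wide average of all tested compounds plus 3 SD, cut at about 25% in these data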;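 note: 0% = enzyme with DMSO only and 100% = wells lacking PAFAH1B3 protein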
# LYPLA1 counter – LYPLA1 inhibitors, primary screen, counter-screen for PME1 inhibitor project, biochemical, fluorescence polarization, FP-Rh probe ABPP. inhibition, % at 5.9 µM. 320,000 compounds, 0.16% hits. recombinant LYPLA1;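 active = inhibition above the mean of all tested compounds plus 3 SD, set per campaign, cut at about 14% in these data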;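 note: inhibitors block serine hydrolase probe labeling of LYPLA1 so polarization falls; 0% = enzyme with DMSO and 100% = wells lacking LYPLA1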
# PREPL inhibitor – PREPL enzyme inhibitors, primary screen, biochemical, fluorescence polarization. Prolyl endopeptidase-like (Homo sapiens), Q4J6C6. recombinant PREPL, fluorescence polarization activity-based probe. inhibition, % at 5.96 µM. 320,000 compounds, 0.68% hits. AID 2751, 2010; in the data active = inhibition above about 43%;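 note: 0% = enzyme with DMSO and 100% = wells lacking enzyme; many of its hits are not listed in these tables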
# pPAFAH FP inh – pPAFAH enzyme inhibitors, primary screen, biochemical, fluorescence polarization, human; recombinant pPAFAH, FP-rhodamine probe fluorescence polarization; 330,000 compounds, 1.5% hits; inhibition, % at 3.39 µM;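 active = inhibition above the mean inhibition across the screen plus 3 SD, cut at about 25% in these data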;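 note: inhibitors block binding of the rhodamine activity-based probe so polarization drops; 0% = enzyme with DMSO and 100% = wells lacking pPAFAH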
# PAFAH1B2 FP inh – PAFAH1B2 enzyme inhibitors, primary screen, biochemical, fluorescence polarization, human | Platelet-activating factor acetylhydrolase IB subunit alpha2 (Homo sapiens), P68402 | recombinant PAFAH1B2, FP-rhodamine activity probe | inhibition, % at 3.39 µM | 340,000 compounds, 1.2% hits | AID 492953, 2010;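 active = inhibition above the mean of all tested compounds plus 3 SD, cut at about 24% in these data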;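 note: 0% = enzyme with DMSO and 100% = wells lacking PAFAH1B2; many of its hits are not listed in these tables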
# Target sequence (P68402 whole entry, looked up): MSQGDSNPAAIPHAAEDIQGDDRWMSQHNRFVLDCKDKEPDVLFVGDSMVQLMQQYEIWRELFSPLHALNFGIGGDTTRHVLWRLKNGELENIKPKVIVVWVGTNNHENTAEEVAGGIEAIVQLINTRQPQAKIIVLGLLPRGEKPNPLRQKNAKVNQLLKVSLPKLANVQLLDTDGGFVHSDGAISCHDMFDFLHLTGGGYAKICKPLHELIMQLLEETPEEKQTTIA
# PME-1 primary – PME-1 inhibitors via competitive probe labeling, primary screen, biochemical, fluorescence polarization, FP-Rh probe, HTS; Protein phosphatase methylesterase 1 (Homo sapiens), Q9Y570; recombinant PME-1; inhibition, % at 5.9 µM; 320,000 compounds, 0.53% hits;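 active = inhibition above the campaign mean of all compounds plus 3 SD, cut at about 26% in these data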;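 note: competitive labeling of PME-1 active site by serine hydrolase directed probe; 0% = PME-1 with DMSO and 100% = wells lacking PME-1 enzyme; inhibitors block probe labeling so polarization falls and inhibition rises; many of its hits are not listed in these tables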
# LYPLA2 inh – LYPLA2 inhibitors, primary screen, counter-screen for PME1 inhibitor project, biochemical, fluorescence polarization, FP-Rh probe ABPP | Acyl-protein thioesterase 2 (Homo sapiens), O95372 | recombinant LYPLA2 | inhibition, % at 5.9 µM | 320,000 compounds, 0.38% hits;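 active = inhibition above the screen-wide mean plus 3 SD, limit set per campaign, cut at about 26% in these data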;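 note: 0% = LYPLA2 with DMSO and 100% = wells lacking LYPLA2 enzyme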
# Target sequence (O95372 whole entry, looked up): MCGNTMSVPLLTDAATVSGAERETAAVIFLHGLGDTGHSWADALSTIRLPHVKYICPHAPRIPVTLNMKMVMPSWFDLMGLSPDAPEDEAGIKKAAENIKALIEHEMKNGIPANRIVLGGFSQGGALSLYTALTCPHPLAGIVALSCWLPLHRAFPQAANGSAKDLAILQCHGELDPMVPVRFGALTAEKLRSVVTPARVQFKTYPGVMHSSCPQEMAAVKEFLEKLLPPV
# PAD4 inh – human PAD4 inhibitors, primary screen, biochemical, fluorescence polarization, 1536-well format | Protein-arginine deiminase type-4 (Homo sapiens), Q9UM07 | recombinant PAD4, RCA probe fluorescence polarization | 330,000 compounds, 0.41% hits | inhibition, % at 6.36 µM | AID 485272, 2010;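 active = percent inhibition above a cutoff equal to the mean of all tested compounds plus 3 SD, cut at about 15% in these data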;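 note: 0% = PAD4 with RCA probe and DMSO and 100% = probe without PAD4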
# Active calls of the source: *; · = no result given. A portion of the library, so the mix of outcomes need not match the whole.
SMILES,GSTO1 inh,PAFAH1B3 inh,LYPLA1 counter,PREPL inhibitor,pPAFAH FP inh,PAFAH1B2 FP inh,PME-1 primary,LYPLA2 inh,PAD4 inh
Cc1nc(C(=O)Nc2ccccc2)sc1C1(C)CC(c2cccnc2)=NO1 (stereo unspecified),4,4,0,10,3,-2,0,0,-1
CC1CCCC(NC(=O)C2N(CCCN3CCCC3)C(=O)C3C(C(=O)Nc4cccc(Cl)c4)C4C=CC32O4)C1C (stereo unspecified),-7,2,-3,12,-2,0,-7,1,-6
CC(NC(=O)Cn1c(NCCO)nc2ccccc21)C1CC2CCC1C2 (stereo unspecified),-3,-3,4,-6,2,6,-7,0,-1
Cn1c(=Nc2ccc(N3CCOCC3)cc2)ccc2ccccc21,14,7,-2,19,3,7,1,-2,0
CCCc1cc(=O)oc2cc(C)cc(OCC(=O)NC(Cc3c[nH]c4ccc(O)cc34)C(=O)O)c12 (stereo unspecified),-4,6,-1,4,5,6,-2,6,-1
CCc1nnc(NC(=O)CN2CCN(C3CCCCC3)CC2)s1,12,-2,-2,10,2,3,-5,-1,-2
N=C1/C(=C/c2cccs2)C(=O)N=C2SN=C(SCc3ccccc3)N12,-44,-1,-12,14,12,-7,-22,-16,-12
CN(C)C(CNC(=O)Cc1cccc(C(F)(F)F)c1)c1ccco1 (stereo unspecified),3,9,-4,-4,7,5,-3,0,-1
O=S(=O)(Nc1cccc(-n2cnnn2)c1)c1ccc(Cl)cc1,1,6,-4,1,5,22,5,-9,-6
CN(C)CCNC(=O)c1ccc2c(=O)n(Cc3ccc(Cl)cc3)c(=S)[nH]c2c1,25,11,-9,-54,2,8,3,-8,-1
COc1cc2c(cc1OC)CN(C(=S)Nc1ccc(C)cc1C)CC2,-7,5,-2,12,-1,6,-2,7,-3
Cc1ccc(NC(=O)c2cc(-c3cccs3)nc3ccccc23)nc1,-2,2,-4,-11,1,-1,-13,-8,-2
CC[n+]1c(/C=C/c2ccc(OC)c(OC)c2)ccc2ccccc21,-3,9,0,21,-2,-3,2,4,-6
O=S(=O)(CC(CN1CCOCC1)N1CCOCC1)c1ccccc1 (stereo unspecified),-2,1,2,8,0,3,0,-1,-5
Oc1ccc(CNc2ccc(F)cc2)c2cccnc12,15,16,-5,14,3,5,-2,-3,-7
Cc1ccsc1C(=O)OCC(=O)N1CCOCC1,15,2,1,4,-4,0,-11,6,6
O=C(NCc1ccco1)C1CC(c2ccc(Cl)cc2)=NO1 (stereo unspecified),4,2,4,1,1,7,2,-1,-3
Cc1noc(N)c1C(=O)Nc1ccc(F)c(Cl)c1,2,2,-2,5,-5,6,-7,1,4
COC(=O)C[C@H]1c2cc(F)ccc2S(=O)(=O)N1c1ccccc1,1,3,3,-1,6,0,0,5,-4
Cc1ccc2nc(S(=O)(=O)O)[nH]c2c1,9,0,1,15,1,0,-3,-1,2
N#CCOC(=O)C1CSC2(c3ccc(Br)cc3)CCC(=O)N12 (stereo unspecified),2,3,-4,7,5,4,-6,-6,2
O=S1(=O)N[C@@H](CC2CCCCC2)COc2cc(Br)ccc21,·,5,·,·,6,2,·,·,-1
Cn1cc(-c2ccccc2C(=O)O)c(=O)c2ccccc21,-6,4,-3,-1,4,5,-3,-6,5
CCn1c2ccccc2c2cc(NC(=O)CSc3nccc(=O)[nH]3)ccc21,29,10,1,21,9,6,4,-2,-4
CCN(CC)C(=S)Nc1ccc(C(=O)OC)cc1,-8,2,4,-3,4,5,-1,0,1

# Part of the list above in a different format.
# Order of values – GSTO1 inh | PAFAH1B3 inh | LYPLA1 counter | PREPL inhibitor | pPAFAH FP inh | PAFAH1B2 FP inh | PME-1 primary | LYPLA2 inh | PAD4 inh
- Cc1ccsc1C(=O)OCC(=O)N1CCOCC1
  15 | 2 | 1 | 4 | -4 | 0 | -11 | 6 | 6
- O=C(NCc1ccco1)C1CC(c2ccc(Cl)cc2)=NO1 (stereo unspecified)
  4 | 2 | 4 | 1 | 1 | 7 | 2 | -1 | -3

# The list goes on.
SMILES,GSTO1 inh,PAFAH1B3 inh,LYPLA1 counter,PREPL inhibitor,pPAFAH FP inh,PAFAH1B2 FP inh,PME-1 primary,LYPLA2 inh,PAD4 inh
Cn1cc(CN2CCC(C(=O)N3CCCCC3)CC2)c(-c2ccccc2F)n1,2,11,0,12,-2,4,3,0,6
CCN1CCCC1CNC(=O)C(=O)Nc1ccccc1OC (stereo unspecified),0,4,-1,-7,5,2,1,3,-1
CC(=O)Nc1ccc(NC(=O)CSc2ccc3nnc(CCNS(=O)(=O)c4ccc(C)cc4)n3n2)cc1,1,7,2,16,-4,-1,0,0,-4
COc1ccc(NC(=O)c2ccccc2SC)c(OC)c1,1,6,0,8,-3,-1,-4,-3,-3
O=C(NCc1c[nH]c2ccccc12)c1ccccc1,0,3,-2,6,-3,-1,1,-1,1
Cn1cc([N+](=O)[O-])c(C(=O)Nc2ccc(C(=O)N3CCCCC3)cc2)n1,4,9,7,5,2,2,4,2,-5
N#CC(C(=O)NC1CCCCC1)c1nc2ccccc2nc1N1CCN(c2ccccc2F)CC1 (stereo unspecified),6,2,0,3,6,2,4,8,-2

# 15 structures already listed, sorted by heavy-atom count, largest number first.
SMILES,GSTO1 inh,PAFAH1B3 inh,LYPLA1 counter,PREPL inhibitor,pPAFAH FP inh,PAFAH1B2 FP inh,PME-1 primary,LYPLA2 inh,PAD4 inh
CC1CCCC(NC(=O)C2N(CCCN3CCCC3)C(=O)C3C(C(=O)Nc4cccc(Cl)c4)C4C=CC32O4)C1C (stereo unspecified),-7,2,-3,12,-2,0,-7,1,-6
CC(=O)Nc1ccc(NC(=O)CSc2ccc3nnc(CCNS(=O)(=O)c4ccc(C)cc4)n3n2)cc1,1,7,2,16,-4,-1,0,0,-4
N#CC(C(=O)NC1CCCCC1)c1nc2ccccc2nc1N1CCN(c2ccccc2F)CC1 (stereo unspecified),6,2,0,3,6,2,4,8,-2
Cn1cc(CN2CCC(C(=O)N3CCCCC3)CC2)c(-c2ccccc2F)n1,2,11,0,12,-2,4,3,0,6
Cc1nc(C(=O)Nc2ccccc2)sc1C1(C)CC(c2cccnc2)=NO1 (stereo unspecified),4,4,0,10,3,-2,0,0,-1
CC(NC(=O)Cn1c(NCCO)nc2ccccc21)C1CC2CCC1C2 (stereo unspecified),-3,-3,4,-6,2,6,-7,0,-1
Cc1ccc(NC(=O)c2cc(-c3cccs3)nc3ccccc23)nc1,-2,2,-4,-11,1,-1,-13,-8,-2
CN(C)C(CNC(=O)Cc1cccc(C(F)(F)F)c1)c1ccco1 (stereo unspecified),3,9,-4,-4,7,5,-3,0,-1
CCc1nnc(NC(=O)CN2CCN(C3CCCCC3)CC2)s1,12,-2,-2,10,2,3,-5,-1,-2
O=S(=O)(Nc1cccc(-n2cnnn2)c1)c1ccc(Cl)cc1,1,6,-4,1,5,22,5,-9,-6
COc1ccc(NC(=O)c2ccccc2SC)c(OC)c1,1,6,0,8,-3,-1,-4,-3,-3
Oc1ccc(CNc2ccc(F)cc2)c2cccnc12,15,16,-5,14,3,5,-2,-3,-7
O=C(NCc1c[nH]c2ccccc12)c1ccccc1,0,3,-2,6,-3,-1,1,-1,1
Cc1noc(N)c1C(=O)Nc1ccc(F)c(Cl)c1,2,2,-2,5,-5,6,-7,1,4
Cc1ccc2nc(S(=O)(=O)O)[nH]c2c1,9,0,1,15,1,0,-3,-1,2
